Screening data from PubChem.
IDH1 mut inh: IDH1 R132H (human) inhibition. 70,000 tested, 0.18% active. IDH1 R132H reductase, diaphorase/resazurin fluorescence, 60 min. inhibition, % at 10 µM; in the data active = inhibition above about 34%;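 also: 0% = DMSO and 100% = no enzyme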
Target sequence (O75874 whole entry R132H): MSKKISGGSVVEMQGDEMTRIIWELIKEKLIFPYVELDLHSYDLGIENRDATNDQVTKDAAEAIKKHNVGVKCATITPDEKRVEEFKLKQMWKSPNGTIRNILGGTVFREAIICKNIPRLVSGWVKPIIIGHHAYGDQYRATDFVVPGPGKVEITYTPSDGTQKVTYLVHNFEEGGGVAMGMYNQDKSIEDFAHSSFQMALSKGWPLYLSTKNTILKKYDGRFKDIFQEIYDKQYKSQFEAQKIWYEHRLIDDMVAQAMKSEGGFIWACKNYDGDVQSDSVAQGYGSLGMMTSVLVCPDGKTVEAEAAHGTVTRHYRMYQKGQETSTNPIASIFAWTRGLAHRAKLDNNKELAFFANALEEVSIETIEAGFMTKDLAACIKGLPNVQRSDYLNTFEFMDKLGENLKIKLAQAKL
PRC2 inh: blocks human EZH2/PRC2 H3K27 methylation; 57,000 tested, 0.35% active; AID 651548; inhibition, % at 12.5 µM; Q15910; DELFIA TRF, 1 h;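 active = mean inhibition of replicates at least 50% and every single replicate also reaching 50%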;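 also: dimethyl H3K27 on biotinylated H3 21-44 peptide detected by antibody; plate controls were median neutral control wells for no effect and median positive control wells for full effect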
* = called active by the depositor; / = not tested or not shown; & = joins results of further samples. Some of the compounds tested; the hit share may differ from the screen's.

SMILES | IDH1 mut inh | PRC2 inh
C[C@H](CO)N1C[C@H](C)[C@@H](CN(C)S(C)(=O)=O)Oc2ccc(NC(=O)CCCN(C)C)cc2C1=O | 0.9 | -6
COc1ccc(NC(=O)N(C)C[C@H]2Oc3ccc(N(C)C)cc3CC(=O)N([C@@H](C)CO)C[C@@H]2C)cc1 | 2.2 | 8
C[C@@H]1CN([C@@H](C)CO)S(=O)(=O)c2ccc(C#CC(C)(C)O)cc2O[C@H]1CN(C)C(=O)C1CC1 | / | 6
CNC[C@@H]1Oc2c(NS(=O)(=O)c3c(C)noc3C)cccc2C(=O)N([C@H](C)CO)C[C@@H]1C | 2.0 | /
CO[C@@H]1CN(C)C(=O)c2cc(NS(C)(=O)=O)ccc2OC[C@H](C)N(C(=O)CC2CC2)C[C@@H]1C | 0.1 | 2
C[C@@H]1CN([C@@H](C)CO)S(=O)(=O)c2ccc(C#Cc3ccccc3)cc2O[C@H]1CN(C)C(=O)Nc1ccccc1 | 5.3 | -16
C[C@@H]1CN([C@H](C)CO)C(=O)c2cc(-c3cccnc3)cnc2O[C@H]1CN(C)C(=O)C1CCC1 | / | 5
CNC[C@H]1Oc2cc(C#Cc3ccc(F)cc3)ccc2S(=O)(=O)N([C@H](C)CO)C[C@@H]1C | 1.4 | -11
C[C@@H]1CCCCO[C@@H](CN(C)C(=O)c2ccccc2)[C@@H](C)CN([C@H](C)CO)C(=O)c2cc(NC(=O)Nc3cccc4ccccc34)ccc2O1 | -7.5 | /
CC(=O)/C=C/C1(O)C(C)CCC2C(C)(C)CCCC21C (stereo not drawn) | 0.7 | 3
CO[C@H]1CN(C)C(=O)c2cc(NC(=O)C3CCCCC3)ccc2OC[C@@H](C)NC[C@H]1C | 0.4 | 5
Cc1ccc(C(C)C)c(OCC(=O)Nc2ccc(C)cc2[N+](=O)[O-])c1 | 0.0 | 29
CO[C@H]1CN(C)C(=O)c2ccc(NS(C)(=O)=O)cc2OC[C@@H](C)N(C(=O)C2CCOCC2)C[C@@H]1C | -0.1 | 7
C[C@H](CO)N1C[C@H](C)[C@@H](CN(C)C(=O)c2cnccn2)Oc2cc(Br)ccc2S1(=O)=O | 0.1 | -1&3
Cc1onc(-c2c(F)cccc2Cl)c1C(=O)NCCc1ccc(S(N)(=O)=O)cc1 | 0.0 | 9
Cc1cc(Cl)c(S(N)(=O)=O)cc1OCC(N)=O | 0.1 | 9
CCCNC(=O)Nc1ccc2c(c1)OC[C@H](C)N(C(C)=O)C[C@H](C)[C@H](OC)CN(C)C2=O | 0.4 | 15
C[C@@H]1CCCCO[C@H](CN(C)C(=O)Nc2ccccc2)[C@H](C)CN([C@H](C)CO)C(=O)c2cc(NC(=O)CCCN(C)C)ccc2O1 | 2.1 | /
O=C(C[C@@H]1CC[C@@H](NS(=O)(=O)c2ccccc2)[C@H](CO)O1)NCc1ccccc1F | 0.3 | -13
Cc1ccc(S(=O)(=O)N(CC(=O)O)CC(=O)O)cc1 | -1.2 | 8

Molecules listed so far that have nitrogen in an aromatic ring, in the order listed:
SMILES | IDH1 mut inh | PRC2 inh
CNC[C@@H]1Oc2c(NS(=O)(=O)c3c(C)noc3C)cccc2C(=O)N([C@H](C)CO)C[C@@H]1C | 2.0 | /
C[C@@H]1CN([C@H](C)CO)C(=O)c2cc(-c3cccnc3)cnc2O[C@H]1CN(C)C(=O)C1CCC1 | / | 5
C[C@H](CO)N1C[C@H](C)[C@@H](CN(C)C(=O)c2cnccn2)Oc2cc(Br)ccc2S1(=O)=O | 0.1 | -1&3
Cc1onc(-c2c(F)cccc2Cl)c1C(=O)NCCc1ccc(S(N)(=O)=O)cc1 | 0.0 | 9

Going on with the list.
SMILES | IDH1 mut inh | PRC2 inh
Cc1ccc(-c2nc3c(c(SCC(=O)Nc4cccc(C(F)(F)F)c4)n2)COC(C)(C)C3)cc1 | 0.1 | 3
C[C@@H]1CN([C@@H](C)CO)C(=O)c2cc(-c3ccc(F)cc3)cnc2O[C@H]1CN(C)C(=O)c1ccncc1 | / | 20
C[C@@H]1CN([C@@H](C)CO)C(=O)c2cccc(NC(=O)Nc3cccc4ccccc34)c2O[C@H]1CN(C)S(=O)(=O)c1cn(C)cn1 | -9.4 | /
C[C@H](CO)N1C[C@H](C)[C@H](CN(C)Cc2ccc(-c3ccccc3)cc2)Oc2ccc(NC(=O)CCN3CCOCC3)cc2CC1=O | -1.1 | /
C[C@H]1CN([C@@H](C)CO)C(=O)Cc2cc(N(C)C)ccc2O[C@H]1CN(C)Cc1ccc(C(=O)O)cc1 | -0.2 | -3
CC(=O)Nc1cccc(NC(=O)c2cc(-c3ccccn3)nc3ccc(Cl)cc23)c1 | -0.4 | -1
Cc1ccc(S(=O)(=O)Nc2ccc3c(c2)C(=O)N([C@H](C)CO)C[C@@H](C)[C@H](CN(C)Cc2ccc(C(=O)O)cc2)OCCCC[C@@H](C)O3)cc1 | 4.7 | /
Cn1cnnc1SCC(=O)c1ccc2c(c1)OCCO2 | 0.3 | -13
O=C(NCC[C@H]1CC[C@@H](NS(=O)(=O)c2cccc(F)c2)[C@@H](CO)O1)c1cnccn1 | 0.2 | 12
C[C@H]1CN([C@@H](C)CO)S(=O)(=O)c2ccc(C3=CCCCC3)cc2O[C@@H]1CN(C)C(=O)Nc1ccc2c(c1)OCO2 | -0.6 | -4
C[C@H]1CN([C@@H](C)CO)C(=O)c2cc(NC(=O)Cc3cn(C)c4ccccc34)ccc2O[C@@H]1CN(C)Cc1ccc(C(=O)O)cc1 | -28 | /
CCCN(C)C[C@H]1Oc2cc(C#C[C@H](C)O)ccc2S(=O)(=O)N([C@H](C)CO)C[C@H]1C | / | -14
COC(=O)C1=CC(C(=O)c2ccccc2)=NN(c2ccccc2)C1C(=O)OC (stereo not drawn) | -1.2 | 12
CC(=O)c1ccc(NC(=O)CSc2n[nH]c(-c3ccncc3)n2)cc1 | 0.0 | -2
COc1ccc(OCC(=O)Nc2cc(-c3nnc(OC)c4ccccc34)ccc2N2CCCCC2)cc1 | 0.1 | -3
C[C@@H]1CN([C@H](C)CO)C(=O)Cc2cc(NS(=O)(=O)c3ccc(F)cc3)ccc2O[C@H]1CN(C)Cc1ccc(C(=O)Nc2ccccc2N)cc1 | 0.6 | -6
CCn1c(SCC(=O)Nc2cccc(F)c2)nnc1-c1cc2cc(Br)ccc2o1 | 0.0 | -22
CO[C@H]1CN(C)C(=O)c2ccc(NS(C)(=O)=O)cc2OC[C@@H](C)N(C(=O)C2CC2)C[C@H]1C | -0.3 | -4
C[C@@H]1CN([C@H](C)CO)C(=O)c2cccc(NS(=O)(=O)c3cccs3)c2O[C@@H]1CN(C)C(=O)Nc1cccc2ccccc12 | -0.5 | /
CC(=O)N(C)C[C@H]1Oc2cc(/C=C/c3ccccc3)ccc2S(=O)(=O)N([C@@H](C)CO)C[C@@H]1C | -2.7 | /
C[C@H](CO)N1C[C@H](C)[C@H](CN(C)Cc2ccccc2)Oc2c(NS(=O)(=O)c3ccccc3)cccc2C1=O | 0.8 | 10
C[C@H]1CN([C@@H](C)CO)C(=O)c2cc(NC(=O)Nc3ccc(F)cc3)ccc2O[C@@H]1CN(C)Cc1ccc(C(F)(F)F)cc1 | 2.4 | 10
C[C@@H]1CN([C@@H](C)CO)C(=O)c2cc(-c3cccc(C(=O)N(C)C)c3)cnc2O[C@@H]1CN(C)S(=O)(=O)c1ccc(F)cc1 | 6.8 | /
C[C@H](CO)N1C[C@H](C)[C@@H](CN(C)Cc2cncnc2)Oc2ncc(-c3cncnc3)cc2C1=O | -0.1 | /
C[C@H](CO)N1C[C@H](C)[C@H](CN(C)Cc2ccncc2)Oc2cc(C#C[C@@H](C)O)ccc2S1(=O)=O | 6.0 | 5
O=C(NCC[C@H]1CC[C@@H](NS(=O)(=O)Cc2ccccc2)[C@@H](CO)O1)C1CCCC1 | 0.1 | -6
C[C@H](CO)N1C[C@H](C)[C@@H](CN(C)S(=O)(=O)c2ccc(Cl)cc2)OCc2ccccc2-c2c(n(C)c3ccccc23)C1=O | / | -69
Cc1cc(I)ccc1NC(=O)CN(c1ccc(F)c(Cl)c1)S(C)(=O)=O | -0.1 | 10
C[C@H](CO)N1C[C@H](C)[C@@H](CN(C)C(=O)Nc2ccccc2)OCCCC[C@H](C)Oc2ccc(NC(=O)NC3CCCCC3)cc2C1=O | 1.7 | /
CS(=O)(=O)N(CC(=O)Nc1ccc(F)cc1)c1cccc2ccccc12 | -0.8 | 5
CN(C)c1nc(N)c(C(=O)Nc2cccnc2)nc1Cl | -2.0 | -12
Cc1sc2ncn(CC(=O)Nc3cc(C(F)(F)F)ccc3Cl)c(=O)c2c1-c1ccccc1 | 0.3 | -6
Cc1ccc(S(=O)(=O)NN2C(=O)S/C(=C/c3ccccc3)C2=S)cc1 | 0.0 | 18
O=C(C[C@@H]1C[C@@H]2c3cc(NC(=O)c4ccc5c(c4)OCO5)ccc3O[C@@H]2[C@@H](CO)O1)NCc1ccc(Cl)cc1 | -0.2 | -1
C[C@@H]1CN([C@@H](C)CO)C(=O)Cc2cc(NC(=O)C3CCCCC3)ccc2O[C@@H]1CN(C)Cc1ccc(C(=O)Nc2ccccc2N)cc1 | / | -11
C[C@@H]1CN([C@H](C)CO)C(=O)c2cccc(NS(=O)(=O)c3cccs3)c2O[C@H]1CN(C)Cc1ccc(C(=O)O)cc1 | -0.7 | /
CNC[C@H]1OCCCC[C@@H](C)Oc2ccc(NS(=O)(=O)c3ccc(OC)cc3)cc2C(=O)N([C@@H](C)CO)C[C@@H]1C | / | 4
COc1ccc(-c2cn(CC[C@H]3CC[C@@H](NC(=O)c4cnccn4)[C@H](CO)O3)nn2)cc1 | 0.2 | 14
CC(C)NC(=O)N(C)C[C@H]1Oc2ccc(NC(=O)CCN3CCOCC3)cc2CC(=O)N([C@H](C)CO)C[C@H]1C | 4.3 | /
C[C@@H]1CCCCO[C@H](CN(C)CC2CCCCC2)[C@H](C)CN([C@H](C)CO)C(=O)c2cc(NC(=O)Cc3ccccc3)ccc2O1 | -5.5 | /

A second format for 7 compounds above.
compound,IDH1 mut inh,PRC2 inh
C[C@H](CO)N1C[C@H](C)[C@H](CN(C)Cc2ccccc2)Oc2c(NS(=O)(=O)c3ccccc3)cccc2C1=O,0.8,10
C[C@H]1CN([C@@H](C)CO)C(=O)c2cc(NC(=O)Nc3ccc(F)cc3)ccc2O[C@@H]1CN(C)Cc1ccc(C(F)(F)F)cc1,2.4,10
C[C@@H]1CN([C@@H](C)CO)C(=O)c2cc(-c3cccc(C(=O)N(C)C)c3)cnc2O[C@@H]1CN(C)S(=O)(=O)c1ccc(F)cc1,6.8,/
C[C@H](CO)N1C[C@H](C)[C@@H](CN(C)Cc2cncnc2)Oc2ncc(-c3cncnc3)cc2C1=O,-0.1,/
C[C@H](CO)N1C[C@H](C)[C@H](CN(C)Cc2ccncc2)Oc2cc(C#C[C@@H](C)O)ccc2S1(=O)=O,6.0,5
O=C(NCC[C@H]1CC[C@@H](NS(=O)(=O)Cc2ccccc2)[C@@H](CO)O1)C1CCCC1,0.1,-6
C[C@H](CO)N1C[C@H](C)[C@@H](CN(C)S(=O)(=O)c2ccc(Cl)cc2)OCc2ccccc2-c2c(n(C)c3ccccc23)C1=O,/,-69

(cont.)
SMILES | IDH1 mut inh | PRC2 inh
COCC#Cc1ccc2c(c1)O[C@H](CN(C)C(=O)C1CC1)[C@H](C)CN([C@@H](C)CO)S2(=O)=O | / | -7
Cc1ccccc1-c1cnc2c(c1)C(=O)N([C@H](C)CO)C[C@@H](C)[C@H](CN(C)Cc1cncnc1)O2 | 0.3 | 0
Cc1nn(C)c(C)c1CNC(=O)c1cc(-c2ccccc2Cl)nc2c(C)cccc12 | 0.0 | -6
C[C@H](CO)N1C[C@H](C)[C@H](CN(C)C(=O)C2CC2)Oc2cc(C3=CCCC3)ccc2S1(=O)=O | / | 18
CC(C)NC(=O)N(C)C[C@H]1OCCCC[C@H](C)Oc2ccc(NS(C)(=O)=O)cc2C(=O)N([C@H](C)CO)C[C@@H]1C | 2.6 | /
O=C(C[C@@H]1CC[C@H](NC(=O)C2CC2)[C@@H](CO)O1)NCc1ccccc1Cl | 0.0 | 1
CCOC(=O)c1c(-c2ccccc2)csc1NC(=O)c1cccc(OC(C)=O)c1 | 0.5 | -5
C[C@H]1CN([C@@H](C)CO)C(=O)c2cccc(NC(=O)Nc3ccc4c(c3)OCO4)c2O[C@@H]1CN(C)Cc1ccccc1 | -0.4 | /
CC(C)CC#Cc1ccc2c(c1)O[C@@H](CN(C)C(=O)c1cccnc1)[C@H](C)CN([C@@H](C)CO)S2(=O)=O | 9.6 | /
Cc1ccc(N(C(C)C(=O)Nc2ccc(F)c(Cl)c2)S(C)(=O)=O)cc1C (stereo not drawn) | 0.0 | 8
CCCC(=O)Nc1ccc2c(c1)C(=O)N(C)C[C@H](OC)[C@H](C)CN(CC1CCCC1)[C@@H](C)CO2 | 0.3 | -2
CO[C@@H]1CN(C)C(=O)c2ccc(NC(=O)C3CCCCC3)cc2OC[C@@H](C)N(C(=O)c2ccccc2)C[C@@H]1C | -0.1 | -8
CCCNC(=O)N(C)C[C@H]1Oc2cc(C#CCN(C)C)ccc2S(=O)(=O)N([C@H](C)CO)C[C@@H]1C | -4.1 | -8
O=C(COc1ccc2ccccc2c1Br)Nc1ncn[nH]1 | 1.5 | /
CC1=CCC2C(C)(C)CCC[C@]2(C)[C@@]12CC[C@](C)(CC(=O)O)O2 (stereo partly drawn) | -0.2 | 2
O=C(CCCCCCC(=O)Nc1ccccc1O)N/N=C/[C@@H](O)[C@H](O)[C@H](O)CO | -0.1 | 18
C[C@@H]1CN([C@@H](C)CO)S(=O)(=O)c2ccc(-c3ccccc3F)cc2O[C@@H]1CN(C)CC1CC1 | 0.0 | -31
COc1ccc(NC(=O)N(C)C[C@@H]2Oc3ccc(NS(=O)(=O)c4cn(C)cn4)cc3C(=O)N([C@H](C)CO)C[C@@H]2C)cc1 | -1.1 | /
CC(C)NC(=O)N[C@H]1CC[C@@H](CCNC(=O)C2CCCC2)O[C@@H]1CO | 0.4 | 8
COC(=O)c1c(NC(=S)Nc2ccc([N+](=O)[O-])cc2OC)sc(C)c1C | 0.4 | -4
COc1ccc(S(=O)(=O)Nc2ccc3c(c2)CC(=O)N([C@H](C)CO)C[C@H](C)[C@@H](CN(C)C(=O)NC(C)C)O3)cc1 | -11 | /
